# CF NFkB inh: inhibitors of PAF-induced NF-kB signaling, primary screen, cell-based, GFP fluorescence, uHTS; inhibition, % at 5 µM; hit rate 0.86% among 360,000; KKLEB NF-kB-GFP reporter, GFP fluorescence overnight;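 active = at least 50% inhibition at 5 µM, scaled per plate between neutral and stimulator controls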;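 note: PAF is a Pseudomonas aeruginosa culture filtrate used as stimulus; plate controls were PAF-stimulated DMSO wells for no effect and unstimulated DMSO wells for full effect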
# NCOA1 inh: SRC1 coactivator transcriptional activity inhibitors, primary screen, cell-based, luminescence; hit rate 0.12% among 360,000; AID 588354, 2011; inhibition, % at 3.6 µM; Nuclear receptor coactivator 1 (Homo sapiens), Q15788; HEK293 GAL4-SRC1 luciferase reporter;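 active = inhibition above the campaign mean plus 3 SD, with each screening campaign given its own cutoff, cut at about 60% in these data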;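 note: 0% = DMSO treated cells and 100% = gossypol at 36 µM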
# KKLEB tox: cytotoxicity in KKLEB CF airway cells, primary screen, cytotoxicity control for CF NF-kB inhibitor project, cell-based, uHTS, fluorescence assay plates; activity change (cytotoxicity), % at 5 µM; KKLEB CF airway cells viability, ATPlite luminescence, overnight; stronger effect = lower value; cells stimulated with P. aeruginosa culture filtrate; hit rate 0.36% among 360,000;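 active = corrected activity change at or below -50% at 5 µM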
# LRH-1 inv ag: LRH-1 (NR5A2) inverse agonists, primary screen, cell-based, luminescence, HEK293T, StAR-luciferase reporter; Nuclear receptor subfamily 5 group A member 2 (Homo sapiens), O00482; LRH-1 transfected, 24 h; inhibition, % at 3.6 µM; hit rate 0.13% among 360,000; AID 602396, 2012;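 active = inhibition above the mean inhibition of all tested compounds plus 3 SD, cut at about 73% in these data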;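 note: 0% = DMSO wells and 100% = reporter-only cells lacking LRH-1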
# COUP-TFII inh: NR2F2 transcriptional activity inhibitors, primary screen, cell-based, luciferase reporter, HEK293T, luminescence | COUP transcription factor 2 (Homo sapiens), P24468 | HEK293T NGFI-A luciferase reporter | inhibition, % at 8.6 µM | hit rate 0.7% among 370,000 | AID 686940, 2013;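 active = inhibition above a per-plate cutoff, mean inhibition of test wells between control levels plus 3 SD, cut at about 38% in these data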;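 note: cells cotransfected with COUP-TFII expression vector driving the NGFI-A reporter; 0% = median of COUP-TF2 test wells and 100% = reporter-only cells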
# C8 TRAIL sens: viability loss with TRAIL in NB7+C8 cells, primary screen, TRAIL sensitizer project, cell-based, ATPlite luminescence. inhibition (viability loss, TRAIL sensitization), % at 10 µM. hit rate 1% among 360,000;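 active = compounds causing at least 50% loss of cell viability in the single-dose screen, relative to plate controls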
# TWEAK Fn14 block: inhibitors of TWEAK-Fn14 signaling, primary screen, luciferase reporter cells, uHTS | hit rate 2% among 360,000 | inhibition, % at 10 µM | TWEAK-stimulated Fn14 reporter cells, luciferase luminescence, 8 h | AID 1159606, 2016; in the data active = inhibition above about 50%
# TROY signal inh: inhibitors of TROY-driven NF-kB signaling, primary screen, Q293 LMP1-TROYcd cells, NF-kB luciferase, uHTS. inhibition, % at 10 µM. Q293 LMP1-TROYcd NF-kB luciferase reporter, 4 h. hit rate 0.98% among 360,000. AID 1347056, 2019;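 active = compounds whose plate-normalised and pattern-corrected inhibition of the luciferase reporter signal at the single screening dose is 50% or more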
# SRC2 inh: inhibition of GAL4-SRC2 driven luciferase reporter, primary screen, SRC2 inhibitor project, cell-based, luminescence; hit rate 0.17% among 370,000; Nuclear receptor coactivator 2 (Homo sapiens), Q15596; inhibition, % at 9 µM; HEK293 GAL4-SRC2 luciferase reporter;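 active = inhibition above the mean inhibition of all tested compounds plus 3 SD, set per campaign, cut at about 52% in these data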;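 note: 0% = DMSO treated cells and 100% = cells given Gossypol at 36 µM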
# Target sequence (Q15596 whole entry, looked up, the tested form may be a part): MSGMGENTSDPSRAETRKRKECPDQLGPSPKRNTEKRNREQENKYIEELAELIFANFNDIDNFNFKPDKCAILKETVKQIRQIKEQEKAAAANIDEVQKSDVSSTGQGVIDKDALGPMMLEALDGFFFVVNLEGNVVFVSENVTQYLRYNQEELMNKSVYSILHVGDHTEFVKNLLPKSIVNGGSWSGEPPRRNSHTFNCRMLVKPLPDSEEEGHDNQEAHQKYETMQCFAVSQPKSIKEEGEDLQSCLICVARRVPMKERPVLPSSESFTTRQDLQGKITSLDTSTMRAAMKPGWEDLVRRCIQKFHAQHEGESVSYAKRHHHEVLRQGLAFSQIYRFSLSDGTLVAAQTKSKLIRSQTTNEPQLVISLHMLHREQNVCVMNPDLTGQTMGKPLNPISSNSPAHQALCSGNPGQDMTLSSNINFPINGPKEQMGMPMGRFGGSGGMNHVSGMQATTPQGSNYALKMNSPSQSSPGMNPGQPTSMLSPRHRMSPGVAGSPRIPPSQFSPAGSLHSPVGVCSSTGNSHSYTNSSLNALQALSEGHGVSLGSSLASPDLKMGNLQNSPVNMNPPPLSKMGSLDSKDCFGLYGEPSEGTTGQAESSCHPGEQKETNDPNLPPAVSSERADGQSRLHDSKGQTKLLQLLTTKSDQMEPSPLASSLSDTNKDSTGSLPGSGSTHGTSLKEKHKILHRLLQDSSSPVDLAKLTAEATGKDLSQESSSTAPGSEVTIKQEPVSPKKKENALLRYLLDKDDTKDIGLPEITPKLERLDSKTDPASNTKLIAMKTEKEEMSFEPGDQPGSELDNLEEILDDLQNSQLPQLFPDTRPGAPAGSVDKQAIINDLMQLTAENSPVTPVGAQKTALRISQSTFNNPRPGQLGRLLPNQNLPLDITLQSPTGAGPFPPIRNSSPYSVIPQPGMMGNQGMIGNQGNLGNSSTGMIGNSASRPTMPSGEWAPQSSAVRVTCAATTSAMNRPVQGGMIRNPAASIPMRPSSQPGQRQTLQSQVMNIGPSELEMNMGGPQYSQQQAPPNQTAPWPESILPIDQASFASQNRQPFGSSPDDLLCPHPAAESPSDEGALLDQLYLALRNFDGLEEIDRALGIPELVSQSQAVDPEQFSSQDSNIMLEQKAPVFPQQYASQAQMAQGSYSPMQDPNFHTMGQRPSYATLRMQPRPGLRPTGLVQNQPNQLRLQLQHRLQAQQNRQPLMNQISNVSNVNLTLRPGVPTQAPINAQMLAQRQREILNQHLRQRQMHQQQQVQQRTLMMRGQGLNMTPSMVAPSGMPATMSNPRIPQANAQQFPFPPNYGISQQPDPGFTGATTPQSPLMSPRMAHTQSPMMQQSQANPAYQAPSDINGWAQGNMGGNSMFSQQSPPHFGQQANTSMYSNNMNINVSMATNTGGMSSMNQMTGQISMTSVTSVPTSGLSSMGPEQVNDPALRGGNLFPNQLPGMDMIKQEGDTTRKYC
# NCOA3 inh: SRC3 coactivator transcriptional activity inhibitors, primary screen, cell-based, luminescence; AID 588352, 2011; hit rate 0.17% among 360,000; HEK293 GAL4-SRC3 luciferase reporter; inhibition, % at 3.6 µM; Nuclear receptor coactivator 3 (Homo sapiens), Q9Y6Q9;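 active = inhibition above a per-campaign cutoff, the mean of all compounds plus 3 SD, cut at about 60% in these data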;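 note: 0% = DMSO-treated cells and 100% = gossypol-treated cells at 36 µM; higher means less SRC3-driven luciferase light from the GAL4 reporter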
# LMP1 NFkB inh: EBV LMP1-driven NF-kappaB luciferase reporter inhibitors, primary screen, cell-based, luminescence, single point; LMP1-induced NF-kappaB luciferase reporter cells; inhibition, % at 12.5 µM; hit rate 0.69% among 350,000; AID 504558, 2011; in the data active = inhibition above about 41%;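 note: 0% = neutral control wells and 100% = reference inhibitor control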
# An asterisk follows results filed as active; x = not tested or not shown.
SMILES,CF NFkB inh,NCOA1 inh,KKLEB tox,LRH-1 inv ag,COUP-TFII inh,C8 TRAIL sens,TWEAK Fn14 block,TROY signal inh,SRC2 inh,NCOA3 inh,LMP1 NFkB inh
O=C(NCCCCc1ccccc1)c1cccc(NC(=O)C2CCCCC2)c1,21,0,-13,-11,3,-7,-30,6,-23,0,5
O=C(Cn1nnc2ccccc2c1=O)N1CCOCC1,12,-12,-12,-6,15,-8,-9,-21,-22,3,-8
COc1ccc(CN(C)CC(=O)Nc2sc3c(c2C#N)CCC3)c(OC)c1,4,9,-6,-13,33,5,-27,1,10,4,4
O=S(=O)(Cc1ccc(Cl)cc1)N1CCN(Cc2ccccc2)CC1,4,0,-8,-6,x,7,-13,4,x,22,-9
Cn1cc(CN2CCC(n3nccc3NC(=O)c3ccccc3Cl)CC2)cn1,-22,3,13,-2,-7,-11,-4,3,-1,-7,1
CC(=O)c1c(C)[nH]c(C(=O)Nc2cc(S(=O)(=O)N(C)C)ccc2C)c1C,-30,-11,3,19,-29,1,1,-9,-18,20,6
COCc1cc(C)nc(SCC(=O)Nc2ccc3c(c2)OCCO3)c1C#N,-8,-57,-11,-43,-3,10,0,15,-52,-13,-17
Cc1nn2c(COc3ccc(NC(=O)C(C)C)cc3)nnc2c2ccccc12,-4,-13,23,10,-12,12,-22,5,13,-15,4
COc1c(OC(C)=O)ccc(/C=N\NC(=O)c2ccc(Br)cc2)c1[N+](=O)[O-],-7,-19,-2,-50,-20,1,-12,1,-12,-2,5
O=C(N[C@@H]1C[C@H]2CC[C@@H]1C2)c1ccco1,-4,11,8,-4,10,-1,13,9,26,4,-1
O=C(COc1cccc(F)c1)Nc1ccc2[nH]c(=O)[nH]c2c1,1,0,-2,2,-5,7,2,-15,8,-13,-1
C/C(=N\NC(=O)c1cc(-c2ccc(Cl)s2)[nH]n1)c1ccncc1,18,-8,7,-25,-2,-10,17,-15,-11,-6,9
COC(=O)C1(C)NC(c2ccccc2F)C2C(=O)N(c3ccccc3)C(=O)C21 (centres undefined),-2,-6,-8,20,-14,-17,7,-11,5,6,3
COc1ccccc1N(Cc1cc2ccc(C)cc2[nH]c1=O)C(C)=O,-4,-11,5,-6,-1,1,-1,16,-1,-5,1
Cc1ccc(N(C(=O)c2snc(C(N)=O)c2N)C(C(=O)NCCC(C)C)c2ccco2)cc1 (centres undefined),-15,-8,-3,2,11,-5,8,-17,-18,-4,-11
CC(C)CN1CC(C(=O)O)CC1=O (centres undefined),-9,-22,0,3,8,-2,19,-2,-14,-1,9
C/C(=N\NC(=O)c1ccc(C)cc1C)c1ccc(-n2ccnc2)cc1,1,6,-3,-78,-22,-7,-2,-37,-13,-34,-5
COCCN(Cc1nc(-c2ccc(-c3ccccc3)cc2)oc1C)C(C)C,7,-184,-5,-259,-21,18,78*,-25,-42,-67,-49
COc1ccc(/C=C(\C#N)c2nc3ccccc3[nH]2)cc1O,3,-78,1,-53,-55,52*,-11,-16,-99,-79,-23
O=C(CS(=O)(=O)c1cn(CC(=O)N2CCOCC2)c2ccccc12)Nc1ccccc1F,-9,-36,1,-15,2,2,10,0,3,11,-5
CC1(C)CC(=O)C2=C(C1)N(c1ncn[nH]1)C(N)=C(C#N)C2c1ccccc1 (centres undefined),-5,6,-8,-6,-3,-4,18,11,12,-10,-1
COc1ccc(CCNC(=O)CN(c2ccc(OC)c(OC)c2)S(=O)(=O)c2ccc(C)cc2)cc1,3,-3,-14,-15,5,4,-3,-3,-2,-12,-7
COc1ccc(/C=C/c2ccccc2)cc1[C@H]1[C@@H]2C=CCC[C@@]2(C)C(=O)N1Cc1ccccc1,5,-4,-2,-20,-2,27,-43,-87,-29,9,-9
COc1ccc(C)cc1C1=CC(=O)C[C@H](c2ccc(F)cc2)C1,15,-5,-19,-8,-8,-14,-6,-7,-8,4,-7
COc1cccc(Cn2c3ccc(NC(=O)Cc4cc(OC)ccc4OC)cc3c(=O)n2C)c1,10,-4,14,18,7,14,23,11,-22,-32,x

# TWEAK Fn14 block, hit marks shown above.
molecule | CF NFkB inh | NCOA1 inh | LRH-1 inv ag | COUP-TFII inh | TWEAK Fn14 block | SRC2 inh | NCOA3 inh | LMP1 NFkB inh
COCCN(Cc1nc(-c2ccc(-c3ccccc3)cc2)oc1C)C(C)C | 7 | -184 | -259 | -21 | 78* | -42 | -67 | -49

# Back to the main list; the four compounds before the break are reprinted first.
SMILES,CF NFkB inh,NCOA1 inh,KKLEB tox,LRH-1 inv ag,COUP-TFII inh,C8 TRAIL sens,TWEAK Fn14 block,TROY signal inh,SRC2 inh,NCOA3 inh,LMP1 NFkB inh
COc1ccc(CCNC(=O)CN(c2ccc(OC)c(OC)c2)S(=O)(=O)c2ccc(C)cc2)cc1,3,-3,-14,-15,5,4,-3,-3,-2,-12,-7
COc1ccc(/C=C/c2ccccc2)cc1[C@H]1[C@@H]2C=CCC[C@@]2(C)C(=O)N1Cc1ccccc1,5,-4,-2,-20,-2,27,-43,-87,-29,9,-9
COc1ccc(C)cc1C1=CC(=O)C[C@H](c2ccc(F)cc2)C1,15,-5,-19,-8,-8,-14,-6,-7,-8,4,-7
COc1cccc(Cn2c3ccc(NC(=O)Cc4cc(OC)ccc4OC)cc3c(=O)n2C)c1,10,-4,14,18,7,14,23,11,-22,-32,x
CC(C)(C)c1ccc(C(=O)Nc2ccccc2Cl)cc1,-9,-105,-15,-151,-41,40,31,35,-95,-91,-40
Cc1ccc(C(=O)CSc2nnc(C)s2)cc1,-15,-59,2,-55,-24,-5,-18,-50,-67,-33,-20
COc1ccc2[nH]cc(/C=C/C(=O)c3ccccc3)c2c1,-10,-87,3,-97,-58,27,14,-46,-48,-49,-45
CCN(C(=O)COC(=O)CNC(=O)c1ccc(F)cc1)C1CCS(=O)(=O)C1 (centres undefined),5,-2,-2,2,-4,-4,4,3,-9,15,12
COCCCNC(=O)c1oc2ccc(S(=O)(=O)N3CCOCC3)cc2c1C,-8,-4,3,0,2,16,-23,10,12,15,-3
CCN(CC(=O)NCc1ccc(F)cc1)C(=O)/C=C/c1ccc(S(=O)(=O)N(CC)CC)cc1,10,-7,4,28,-16,9,17,-5,0,-6,-2
C[C@H](CO)N1C[C@H](C)[C@H](CN(C)Cc2cccc(F)c2)Oc2ncc(Br)cc2C1=O,-135,6,24,-9,-14,4,-9,-3,3,-4,-3
O=C(COc1ccc2c(c1)CCC2)NCc1ccc(Cl)cc1,15,-16,3,4,-2,-7,-3,-23,-17,18,11
Cc1cccc(-n2ccc(=O)c(C(=O)Nc3ccc(S(=O)(=O)Nc4nccs4)cc3)n2)c1,-1,-5,0,-9,4,-2,8,6,-8,13,4
CC(Oc1ccccc1Cl)C(=O)/C=C/N(C)C (centres undefined),1,-2,-14,-10,9,15,-3,1,2,11,-6
CCOC(=O)c1c(NC(C)=O)sc2c(OC(C)=O)cccc12,-15,-1,-1,25,-23,16,4,10,-4,18,9
CCCNC(=O)c1cc(C2CCCCN2S(=O)(=O)c2ccccc2)on1 (centres undefined),-2,-17,0,16,-4,5,4,8,6,-1,x
CCC(C)NC(=O)C1CC(c2cccc(OC)c2)=NO1 (centres undefined),4,-32,11,-5,12,-17,-2,-13,-1,-9,4
O=S(=O)(Nc1ccccn1)c1ccc(Cl)c2ccccc12,9,6,3,3,1,2,-10,7,-1,-4,-2
CCc1nc(SCC(=O)Nc2ccc(F)cc2F)c2c(=O)n(C)c(=O)n(C)c2n1,-12,-11,15,-3,10,15,-1,-6,-9,4,14
O=C(COC(=O)Cn1cnc2ccccc2c1=O)NCc1ccccc1Cl,-2,3,3,5,-8,-18,-4,-4,0,15,-2
CCOC(=O)CSc1nc(=O)n2cc(C)ccc2n1,8,1,7,-4,-20,-3,17,-18,5,4,4
CC(=O)c1coc2ccc(OCCN3CCCCC3)cc12,-24,10,10,19,-15,-5,1,-2,-13,-4,-9
COc1ccccc1-c1cc(C(=O)NC2CCN(C)CC2)c2ccc(Cl)c(C)c2n1,13,-29,-32,3,-8,70*,-65,6,-16,6,-23
O=C(NCC1COc2ccccc2O1)c1cn(Cc2ccc(F)cc2)nn1 (centres undefined),-10,-4,-2,2,19,-7,-16,-2,14,-8,0
Oc1ccc(Cl)cc1CNC1CCCCC1,-12,-5,6,8,-22,-7,-19,-3,-25,-11,3
Cc1ccc(F)cc1NC(=O)c1ccc(OCC2CCCO2)cc1 (centres undefined),25,-36,-12,-17,4,-2,-30,-4,-40,-32,-6
COc1ccccc1NC(=O)CSc1nnc(-c2ccc(NC(C)=O)cc2)n1C,20,3,2,-5,5,2,-1,10,-6,19,-3
Cc1ccc(CNS(=O)(=O)c2ccc([N+](=O)[O-])cc2)cc1,-5,-3,0,-24,16,-6,-8,2,15,16,-1
O=C(O)c1cc2c(ncc3c(=O)n(-c4ccccc4)[nH]c32)s1,0,-22,0,1,19,-20,-2,2,9,-16,x
Cc1[nH]n(-c2ccccc2)c(=O)c1N=Nc1ccc(C(=O)O)cc1,7,-5,-24,8,6,4,-8,-27,-21,-25,-12
O=C(NC(=S)NCCN1CCOCC1)c1ccc(Cl)cc1,18,-35,-1,-15,-6,1,-8,-22,-45,-13,-22

# Record cards, from the list above. Screens in order: CF NFkB inh | NCOA1 inh | KKLEB tox | LRH-1 inv ag | COUP-TFII inh | C8 TRAIL sens | TWEAK Fn14 block | TROY signal inh | SRC2 inh | NCOA3 inh | LMP1 NFkB inh
# Shown for `Cc1cccc(-n2ccc(=O)c(C(=O)Nc3ccc(S(=O)(=O)Nc4nccs4)cc3)n2)c1` → -1 | -5 | 0 | -9 | 4 | -2 | 8 | 6 | -8 | 13 | 4
# Shown for `O=S(=O)(Nc1ccccn1)c1ccc(Cl)c2ccccc12` → 9 | 6 | 3 | 3 | 1 | 2 | -10 | 7 | -1 | -4 | -2
# Shown for `CC(Oc1ccccc1Cl)C(=O)/C=C/N(C)C` (centres undefined) → 1 | -2 | -14 | -10 | 9 | 15 | -3 | 1 | 2 | 11 | -6
